NPR1 activator: GC-A (human) enzyme activation; activation, % at 10 µM; AID 1671463; HEK293 GC-A cells, cGMP TR-FRET, EC30 ANP; 0% at EC30 ANP, 100% saturating ANP; P16066; 0.14% of 370,000 active; in the data active = activation above about 40%
PRMT1 inh: PRMT1 (human) inhibition, primary screen; inhibition, % at 2.79 µM; recombinant PRMT1, activity-based probe fluorescence polarization; 1.3% of 370,000 active;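 active = inhibition above about 21% made by adding two undisclosed values, limit read from the data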
Target sequence (Q99873 whole entry, looked up): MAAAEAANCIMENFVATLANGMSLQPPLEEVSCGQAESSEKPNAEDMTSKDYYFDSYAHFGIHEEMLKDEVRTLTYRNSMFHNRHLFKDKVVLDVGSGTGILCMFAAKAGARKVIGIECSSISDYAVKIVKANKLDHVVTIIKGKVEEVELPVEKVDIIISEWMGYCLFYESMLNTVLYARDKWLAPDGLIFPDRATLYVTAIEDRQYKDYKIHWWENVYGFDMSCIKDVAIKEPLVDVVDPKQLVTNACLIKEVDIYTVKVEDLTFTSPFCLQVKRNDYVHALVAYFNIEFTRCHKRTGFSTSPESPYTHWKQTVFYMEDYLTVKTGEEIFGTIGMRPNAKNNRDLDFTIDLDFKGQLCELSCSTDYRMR
MBD2 DNA inh: MBD2-methylated oligo binding inhibition; Q9UBB5; TR-FRET, MBD2 binding to methylated oligonucleotide; inhibition, % at 4.4 µM; 0.31% of 370,000 active; AID 686964; in the data active = inhibition above about 13%
Target sequence (Q9UBB5 whole entry, looked up): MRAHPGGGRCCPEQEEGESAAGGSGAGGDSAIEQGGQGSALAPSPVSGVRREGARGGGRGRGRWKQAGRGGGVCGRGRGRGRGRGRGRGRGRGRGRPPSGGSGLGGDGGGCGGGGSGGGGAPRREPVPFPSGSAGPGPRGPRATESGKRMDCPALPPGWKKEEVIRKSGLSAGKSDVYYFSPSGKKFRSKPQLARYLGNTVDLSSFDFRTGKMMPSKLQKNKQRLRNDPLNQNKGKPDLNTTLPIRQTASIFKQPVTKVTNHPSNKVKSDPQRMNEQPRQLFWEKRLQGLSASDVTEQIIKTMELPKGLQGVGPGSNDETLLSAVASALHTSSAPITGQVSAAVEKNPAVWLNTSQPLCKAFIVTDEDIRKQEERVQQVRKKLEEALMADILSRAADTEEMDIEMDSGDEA
UHRF1 binding: blocks human UHRF1 binding to methylated DNA. Q96T88. UHRF1 binding to methylated oligo, TR-FRET. inhibition, % at 4.4 µM. 0.75% of 370,000 active. AID 687016; in the data active = inhibition above about 21%;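 also: UHRF1 SRA domain binding a hemimethylated CpG hairpin DNA probe; 0% = median of test compound wells and 100% = reference inhibitor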
rCAG RNA binder: r(CAG) repeat RNA binding | TO-PRO-1 dye displacement fluorescence | inhibition, % at 3 µM | 1.3% of 370,000 active;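 active = inhibition above the plate cutoff, the mean of all test compounds on that plate plus 3 SD, cut at about 35% in these data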;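 also: 0% = DMSO alone and 100% = 100 µM mitoxantrone as full dye displacement; higher means more dye released from RNA so lower well fluorescence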
TCR CD3 inh: human TCR-CD3 binding inhibition; inhibition, % at 9.4 µM; 0.37% of 360,000 active; TAMRA-labeled TCR probe fluorescence, biochemical; in the data active = inhibition above about 19%;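 also: recombinant mutant TCR 2C K166C tagged with TAMRA read by polarization; 0% = receptor in buffer alone and 100% = receptor with positive control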
HTRA1 inhibitor: HTRA1 (human) protease inhibition; Q92743; recombinant HTRA1, FP-rhodamine activity-based probe, fluorescence polarization; inhibition, % at 5.96 µM; 0.5% of 340,000 active; in the data active = inhibition above about 36%;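 also: 0% = enzyme with DMSO and 100% = wells lacking enzyme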
NPR2 activator: GC-B (human) receptor activation | P20594 | HEK293-GC-B cells, CNP EC30, cGMP TR-FRET; 0% at EC30 CNP, 100% saturating CNP | activation, % at 10 µM | 0.11% of 370,000 active | AID 1920062;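 active = activation at 10 µM reaching about 35% in either raw or pattern-adjusted values, limit read from the data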
ABHD4 inh: inhibits mouse alpha/beta hydrolase domain 4; Q8VD66; purified mABHD4, FP-Rh probe fluorescence polarization; inhibition, % at 8.92 µM; 0.54% of 370,000 active;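 active = inhibition exceeding the mean over every tested compound plus 3 SD, cut at about 30% in these data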;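 also: 0% = plate median of compound wells and 100% = S159A mutant with DMSO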
Target sequence (Q8VD66 whole entry, looked up, the tested form may be a part): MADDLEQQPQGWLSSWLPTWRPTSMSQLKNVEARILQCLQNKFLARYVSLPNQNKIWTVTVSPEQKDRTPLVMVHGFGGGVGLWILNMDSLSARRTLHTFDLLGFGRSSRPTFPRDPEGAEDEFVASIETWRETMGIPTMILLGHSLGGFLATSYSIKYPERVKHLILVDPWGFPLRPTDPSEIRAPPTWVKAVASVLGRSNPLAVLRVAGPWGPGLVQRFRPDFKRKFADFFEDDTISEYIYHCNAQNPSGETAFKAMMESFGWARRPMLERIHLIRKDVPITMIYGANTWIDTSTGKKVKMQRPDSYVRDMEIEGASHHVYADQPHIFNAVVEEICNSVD
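Assay system: mABHD4 protein; medium: HEPES pH 7.0, NaCl, Pluronic buffer; dosing: 8.92 µM, single dose; schedule: 45 min + 60 min at 25 °C; signal: FP readout, ex 525 nm / em 598 nm; read-out: normalized percent inhibition of probe labeling; repeats: single replicate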
SIAE primary: human SIAE inhibition, primary screen | Q9HAT2 | SIAE FP-Rh probe binding, fluorescence polarization | inhibition, % at 9.66 µM | 0.69% of 370,000 active | AID 1053197;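 active = inhibition above a cutoff: mean of compounds within the control limits plus 3 SD of those, cut at about 17% in these data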;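 also: 0% = plate median of compound wells and 100% = probe without SIAE protein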
The depositor's hits bear a star; . = not tested or not shown.

SMILES | NPR1 activator | PRMT1 inh | MBD2 DNA inh | UHRF1 binding | rCAG RNA binder | TCR CD3 inh | HTRA1 inhibitor | NPR2 activator | ABHD4 inh | SIAE primary
CC[C@@H]1CCCCc2ccccc2[C@H](C(=O)C[C@H](O)CC(C)=O)OC1=O | 2 | -1 | 0 | 2 | 4 | 2 | -3 | 0 | 2 | -1
CNC(=S)N(CCO)Cc1cc2cc3c(cc2[nH]c1=O)OCO3 | 4 | 0 | 1 | 0 | 3 | -5 | 2 | 3 | 6 | 10
CN1CCN(S(=O)(=O)c2ccc(-c3ccccc3)cc2)CC1 | 4 | -1 | 3 | 3 | 4 | -2 | -3 | 6 | 5 | 0
Cc1ccccc1C(=O)OCCN1CCOCC1 | -2 | -1 | -1 | 1 | 2 | -4 | 5 | 8 | 5 | 3
COc1cc(C2Nc3ccccc3C(=O)N2c2ccc3c(c2)OCCO3)ccc1OCC(C)C (stereo unspecified) | -4 | -5 | -4 | 2 | 3 | 5 | -19 | -1 | 1 | -2
CCC[C@H]1[C@@H](N(C)Cc2cccs2)CC[C@@]23CCCN2C(=O)CCC[C@@H]13 | -13 | 0 | 1 | 0 | . | . | . | -12 | -9 | -1
CN(Cc1cnc2nc(N)nc(N)c2n1)c1ccc(C(=O)NC(CCC(=O)O)C(=O)O)c2ccccc12 (stereo unspecified) | 8 | 13 | -11 | 3 | 9 | 0 | 4 | -3 | 19 | 4
Cc1onc(-c2ccccc2)c1C(=O)NCCc1c[nH]c2ccccc12 | -8 | 2 | -2 | -1 | 0 | 2 | -5 | -4 | -4 | 5
NC(=O)c1ccsc1NC(=O)CCS(=O)(=O)c1ccc(F)cc1 | 0 | 6 | 0 | -1 | 1 | -6 | 0 | -1 | 6 | -3
CC/C(=N\NC(=S)Nc1cc(C)ccc1C)c1ccc(OC(F)F)cc1 | 4 | -2 | 2 | -5 | 4 | -7 | 3 | 3 | 0 | 8
CC(C)C(=O)Nc1nnc(-c2ccccc2)o1 | -2 | -3 | -3 | -2 | 2 | -4 | -2 | 5 | -4 | 3
O=C(CCc1nnc2ccc(N3CCOCC3)nn12)Nc1ccc(F)cc1F | 0 | 3 | -1 | -2 | -4 | 5 | 4 | -3 | 2 | 1
CN(c1ccc(NC(=O)Cc2c[nH]c3ccccc23)cc1)c1ccccn1 | -10 | 2 | 1 | 1 | 7 | -7 | . | -10 | 10 | 14
CS(=O)(=O)Nc1cccc(-c2cn3ccccc3n2)c1 | 3 | 3 | 3 | 4 | 2 | -6 | -6 | -2 | 6 | 7
COc1ccc(C2C(C#N)=C(N)Oc3cc(O)ccc32)cc1OC (stereo unspecified) | 4 | -1 | 2 | 1 | 6 | 11 | -2 | -3 | 9 | -5
COc1cc(/C=C/C(=O)OCC(=O)c2c(N)n(C)c(=O)n(C)c2=O)ccc1OCC#N | -5 | 3 | 0 | -1 | 1 | -1 | 2 | -2 | 4 | -2
Cc1cc(C)c(S(C)(=O)=O)c(NN)n1 | 0 | -2 | 0 | -2 | -3 | 2 | 2 | 5 | 3 | -3
Cc1ccc(CN2CCN(/N=C/c3cc(Br)cc(Br)c3O)CC2)c(C)c1 | 1 | 1 | -4 | -2 | 5 | 8 | 2 | -3 | 1 | 1
CCN(c1ccccc1)S(=O)(=O)c1ccc(N2CCN(c3ccc(O)cc3)CC2)nc1 | -2 | 18 | 5 | -1 | 14 | -7 | 4 | -4 | 24 | 6
CCOC(=O)/C(C#N)=C\C1=C(N2CCCC2)CC(C)(CC)OC1 (stereo unspecified) | 6 | -2 | -2 | 0 | -1 | 11 | -1 | 5 | 2 | 3
COc1cccc(NC(=S)NCCc2ccccn2)c1 | -2 | -2 | -6 | -3 | 4 | 0 | -3 | 4 | -3 | 8
CC(=O)NCCn1c(SCC(=O)NCCC(C)C)nc2ccccc2c1=O | 1 | 0 | 2 | -1 | -4 | -8 | 6 | 2 | -3 | -2
CCC1(C)CC2(CCCN(CCC(=O)c3ccccc3)C2)CCO1 (stereo unspecified) | 43* | -3 | 4 | 9 | 0 | -7 | 11 | -1 | -1 | -3
COc1ccc(C(=O)NNC(=O)C(=O)NC(C)c2ccccc2)cc1OC (stereo unspecified) | -1 | -1 | -2 | 2 | -2 | -2 | -1 | 2 | 9 | 0
Cc1cccn2c(=O)c3cc(C#N)c(=NC(=O)c4ccncc4)n(CCCOC(C)C)c3nc12 | 13 | 26* | -2 | 8 | 2 | -4 | 0 | -3 | 1 | -1
COc1ccccc1S(=O)(=O)N(C)C[C@@H]1Oc2cc(C#CCC(C)C)ccc2S(=O)(=O)N([C@H](C)CO)C[C@@H]1C | -1 | 1 | 1 | 8 | 12 | 1 | -73 | 1 | -36 | -27
S=c1nc2ccccc2c2nc(-c3cccnc3)[nH]n12 | -2 | -1 | 4 | -2 | 11 | -5 | 1 | -15 | 1 | 1
COc1ccccc1NC(=O)Cn1c2ccccc2c2nc3n(c(=O)c21)CCS3 | -5 | 0 | -2 | 0 | -1 | -1 | -7 | -2 | 1 | -19
O=C1COc2ccc(-c3n[nH]c(=O)c4ccccc34)cc2N1 | -15 | 3 | -1 | 3 | 2 | -2 | 2 | -12 | 3 | 3
COC(=O)c1sccc1NC(=S)N1CCN(C)CC1 | 1 | -3 | 4 | -3 | 0 | 4 | 4 | -4 | -1 | 6
COc1ccc(CCC(=O)OCC(=O)Nc2c(C)nn(-c3ccccc3)c2C)cc1 | -1 | 2 | 0 | -1 | -3 | 2 | 1 | -1 | -3 | -1
COc1ccsc1C(=O)Nc1ccc(F)cc1F | 6 | -2 | 1 | -3 | -1 | 0 | -4 | 1 | -4 | -3
Cc1cccc(NC(=O)CCc2c(C)nn(-c3ccc(N4CCCCC4)nn3)c2C)c1 | 1 | -1 | 1 | -1 | -7 | 13 | -12 | 0 | -10 | 0
COc1ccc(CN2C(=O)C(CC(=O)NCc3cccc4ccccc34)CC(C(=O)N(C(C)C)C(C)C)=C2C)cc1 (stereo unspecified) | -1 | -5 | -2 | 0 | 2 | 2 | . | -1 | 3 | -1
Cc1ccc2c(=O)n3c(nc2c1)C(Cc1ccc(O)cc1)NC(=O)c1cccnc1-3 (stereo unspecified) | -5 | -2 | -4 | -1 | 1 | -1 | -4 | -4 | 4 | -3
CC(=O)N(C)C1(c2nnnn2CCOC(=O)Nc2cccc3ccccc23)CCCC1 | -4 | -2 | -3 | -2 | 2 | 6 | -6 | -14 | 1 | 4
O=C1NN(c2ccccc2)C(=O)/C1=C\c1ccc(-c2cc([N+](=O)[O-])ccc2O)o1 | -7 | 1 | -2 | -1 | 36* | 0 | 15 | -4 | 34* | 2
Cc1ccc(C)c(CN2C(=O)C3(OCCCO3)c3ccccc32)c1 | -22 | 0 | 1 | 2 | -2 | -2 | -11 | -9 | -4 | 1
Cc1cc(C(=O)Nc2ccc(S(=O)(=O)N3CCCC3)cc2)cs1 | 4 | 1 | 2 | 15 | 5 | -2 | -15 | 12 | -5 | -4
COc1ccc(CCNC(=O)CN2CCC(C)CC2)cc1OC | 6 | -5 | 4 | -1 | -5 | 3 | 1 | -5 | 5 | 13
Cc1ccnc(SCC(=O)N2CCc3ccccc32)n1 | -3 | 6 | 7 | 3 | 0 | -1 | 5 | -2 | -2 | -6
Nc1ccn([C@@H]2O[C@H](C(=O)N[C@H](CO)Cc3ccccc3)[C@@H](O)[C@H]2O)c(=O)n1 | 0 | 0 | 3 | 1 | 2 | 1 | . | 1 | 5 | 1
O=C(O)c1ccc2c(=O)n3c(nc2c1)/C(=C/c1cccc(Cl)c1Cl)CCCC3 | 3 | 0 | 0 | 0 | 22 | -4 | -15 | 0 | -6 | -3
S=c1nc[nH]c2c1cnn2-c1ccccc1 | 7 | 0 | -1 | -3 | 1 | -3 | 4 | 8 | 3 | 5
O=C(COc1ccc(S(=O)(=O)N2CCOCC2)cc1Cl)NCc1ccccn1 | 0 | -4 | 0 | -2 | 2 | 3 | 7 | -2 | 6 | 5
CCc1nc(SCC(=O)Nc2cc(C)on2)c2c(C)c(C)sc2n1 | -3 | 1 | 1 | -1 | 0 | -2 | -3 | -11 | 3 | -5
Cc1ccccc1CC1(CO)CCCN(C(=O)c2ccc3ncccc3c2)C1 (stereo unspecified) | -4 | 3 | 2 | 0 | -7 | -1 | -1 | 2 | 4 | -1
O=C(COC(=O)c1cccc(Cl)c1)NCCN1C(=O)CSC1=O | 1 | -2 | -2 | 1 | 4 | -5 | 2 | 1 | -1 | 0
Cc1ccccc1CN(C)C[C@@H]1OCc2cnnn2CCCC(=O)N([C@@H](C)CO)C[C@H]1C | 5 | -4 | -4 | -2 | 0 | 0 | 8 | -2 | 10 | 0
CCN(CC)c1ccc(/C=N/NC(=O)c2ccc(Br)o2)cc1 | -2 | -1 | -2 | -1 | -2 | 4 | -2 | 1 | 10 | 1
O=C(O)CCc1nc2cc3ccccc3cc2[nH]1 | 7 | 5 | -6 | 5 | 2 | 3 | 0 | -5 | 7 | 6
COc1cnc(-c2ccccc2)nc1Oc1cccc(C)c1 | 4 | 1 | 4 | 2 | -2 | -7 | -23 | -4 | -12 | -6
O=C(Cn1c(NCCO)nc2ccccc21)NCC1CCCO1 (stereo unspecified) | 0 | -6 | -1 | -1 | -4 | 10 | 0 | 0 | 2 | 4
COc1cccc(Cn2cc(COC(=O)N3CCCC3)nn2)c1 | 3 | -1 | 2 | 2 | 1 | . | . | -1 | -6 | 2
CC(=O)OCCNC(=O)Cn1cnc2c1c(=O)n(C)c(=O)n2C | -1 | 2 | -4 | 2 | 1 | 0 | 2 | 5 | -1 | 2

Molecules from the list above that have a halogen, in the order listed:
SMILES | NPR1 activator | PRMT1 inh | MBD2 DNA inh | UHRF1 binding | rCAG RNA binder | TCR CD3 inh | HTRA1 inhibitor | NPR2 activator | ABHD4 inh | SIAE primary
NC(=O)c1ccsc1NC(=O)CCS(=O)(=O)c1ccc(F)cc1 | 0 | 6 | 0 | -1 | 1 | -6 | 0 | -1 | 6 | -3
CC/C(=N\NC(=S)Nc1cc(C)ccc1C)c1ccc(OC(F)F)cc1 | 4 | -2 | 2 | -5 | 4 | -7 | 3 | 3 | 0 | 8
O=C(CCc1nnc2ccc(N3CCOCC3)nn12)Nc1ccc(F)cc1F | 0 | 3 | -1 | -2 | -4 | 5 | 4 | -3 | 2 | 1
Cc1ccc(CN2CCN(/N=C/c3cc(Br)cc(Br)c3O)CC2)c(C)c1 | 1 | 1 | -4 | -2 | 5 | 8 | 2 | -3 | 1 | 1
COc1ccsc1C(=O)Nc1ccc(F)cc1F | 6 | -2 | 1 | -3 | -1 | 0 | -4 | 1 | -4 | -3
O=C(O)c1ccc2c(=O)n3c(nc2c1)/C(=C/c1cccc(Cl)c1Cl)CCCC3 | 3 | 0 | 0 | 0 | 22 | -4 | -15 | 0 | -6 | -3
O=C(COc1ccc(S(=O)(=O)N2CCOCC2)cc1Cl)NCc1ccccn1 | 0 | -4 | 0 | -2 | 2 | 3 | 7 | -2 | 6 | 5
O=C(COC(=O)c1cccc(Cl)c1)NCCN1C(=O)CSC1=O | 1 | -2 | -2 | 1 | 4 | -5 | 2 | 1 | -1 | 0
CCN(CC)c1ccc(/C=N/NC(=O)c2ccc(Br)o2)cc1 | -2 | -1 | -2 | -1 | -2 | 4 | -2 | 1 | 10 | 1

Part of the list above in order of length of the SMILES, lowest first:
SMILES | NPR1 activator | PRMT1 inh | MBD2 DNA inh | UHRF1 binding | rCAG RNA binder | TCR CD3 inh | HTRA1 inhibitor | NPR2 activator | ABHD4 inh | SIAE primary
COc1cnc(-c2ccccc2)nc1Oc1cccc(C)c1 | 4 | 1 | 4 | 2 | -2 | -7 | -23 | -4 | -12 | -6
COc1cccc(Cn2cc(COC(=O)N3CCCC3)nn2)c1 | 3 | -1 | 2 | 2 | 1 | . | . | -1 | -6 | 2
CC(=O)OCCNC(=O)Cn1cnc2c1c(=O)n(C)c(=O)n2C | -1 | 2 | -4 | 2 | 1 | 0 | 2 | 5 | -1 | 2

Only part of the results is shown. The share of hits here may be higher or lower than overall.
